From PubChem
MMP-13 inhibitor: inhibitors of human MMP13; MMP-13 fTHP FRET cleavage, Mca fluorescence; AID 570; inhibition, % at 4 µM; actives 0.07% (n = 65,000); P45452;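 active means inhibition above the mean of compound-free control plate wells plus 3 SD, cut at about 14% in these data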;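 further: 0% = DMSO wells and 100% = wells with reference MMP-13 inhibitor after basal subtraction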
PKA kinase inh: inhibitors of human protein kinase A; P17612; PKA Kemptide phosphorylation, Kinase-Glo ATP luminescence; inhibition, % at 6 µM; actives 0.1% (n = 65,000); AID 524;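 active means inhibition above the screen-wide mean inhibition plus 3 SD, cut at about 21% in these data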; further: many of its hits are not listed in these tables
HEK293 NFkB inh: lowers PMA/ionomycin-induced NF-kB signal in HEK293 cells | HEK-293 NF-kB luciferase reporter, luminescence | actives 0.21% (n = 62,000) | inhibition, % at 3 µM | AID 465;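 active means inhibition above the mean of all tested compounds plus 3 SD, cut at about 40% in these data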;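 further: 0% = stimulated DMSO wells and 100% = 10 µM reference inhibitor 5653914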
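Signal: luciferase luminescence; Material: HEK-293 cells with stable firefly luciferase reporter driven by four HIV NF-kB elements; Probe or stimulus: PMA with ionomycin; Replication: tested once; Times: 1 h compound pretreatment, then 16 h stimulation at 37 °C, 5% CO2; Benchmarks: DMSO and 10 µM reference inhibitor; Evaluation: per-plate % inhibition versus controls.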
TNAP act DEA: human TNAP activation, intermediate phosphate acceptor; P05186; 64,000 tested, under 10 active; activation factor at 20 µM; purified TNAP, CDP-star luminescence, 100 mM DEA, 30 min; stronger effect = higher value; scale: 0 levamisole-inhibited, 1 vehicle-only enzyme;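 active means activation factor of at least 2 at 20 µM, relative to controls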
Cdc25B inh: human M-phase inducer phosphatase 2 inhibition; P30305; recombinant Cdc25B, OMFP fluorescence Ex485/Em525; inhibition, %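 (compounds tested at 10 µM final in the well)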; actives 0.1% (n = 65,000); AID 368; in the data active means inhibition above about 50%
Target sequence (P30305 whole entry, looked up): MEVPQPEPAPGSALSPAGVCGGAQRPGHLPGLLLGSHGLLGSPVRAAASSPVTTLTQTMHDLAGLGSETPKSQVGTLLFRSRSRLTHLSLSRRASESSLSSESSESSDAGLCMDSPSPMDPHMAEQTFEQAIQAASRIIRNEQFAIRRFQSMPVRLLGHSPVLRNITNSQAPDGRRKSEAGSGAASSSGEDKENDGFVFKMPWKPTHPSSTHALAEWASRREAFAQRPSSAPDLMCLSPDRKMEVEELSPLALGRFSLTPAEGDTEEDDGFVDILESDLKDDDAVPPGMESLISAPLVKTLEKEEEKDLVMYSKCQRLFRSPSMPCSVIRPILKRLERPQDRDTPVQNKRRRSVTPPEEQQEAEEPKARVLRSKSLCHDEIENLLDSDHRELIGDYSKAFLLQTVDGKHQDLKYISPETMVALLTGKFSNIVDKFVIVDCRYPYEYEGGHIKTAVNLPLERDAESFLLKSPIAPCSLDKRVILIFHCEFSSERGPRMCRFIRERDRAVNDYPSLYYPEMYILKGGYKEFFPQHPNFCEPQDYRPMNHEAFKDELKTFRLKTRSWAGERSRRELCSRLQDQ
MKP-1 inh: blocks human MKP-1 phosphatase activity. actives 0.15% (n = 65,000). AID 374. inhibition, %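 (compounds tested at a single concentration somewhere between 10 and 100 µM)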. recombinant MKP-1, OMFP hydrolysis fluorescence;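 active means inhibition above about 50%, limit read from the data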;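 further: 0% = DMSO max control wells and 100% = wells with enzyme stopped by NaOH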
Target sequence (P28562 whole entry, looked up): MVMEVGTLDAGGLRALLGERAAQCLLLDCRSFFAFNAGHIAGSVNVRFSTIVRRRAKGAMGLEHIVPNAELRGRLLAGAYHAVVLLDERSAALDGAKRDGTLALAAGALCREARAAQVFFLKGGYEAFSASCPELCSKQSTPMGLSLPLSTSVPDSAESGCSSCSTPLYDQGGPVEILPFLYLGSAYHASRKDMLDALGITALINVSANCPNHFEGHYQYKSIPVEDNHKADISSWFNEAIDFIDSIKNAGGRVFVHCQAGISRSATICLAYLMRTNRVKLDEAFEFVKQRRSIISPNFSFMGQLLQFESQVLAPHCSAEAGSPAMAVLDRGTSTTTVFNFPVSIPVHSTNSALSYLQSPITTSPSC
Jurkat tox 60K: cytotoxicity toward Jurkat cells | inhibition, % at 4 µM | actives 1.2% (n = 56,000) | AID 463 | Jurkat E6.1 viability, ATP luminescence, 48 h;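 active means inhibition above the mean inhibition of all tested compounds plus 3 SD, cut at about 28% in these data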
ROCK2 blocker: blocks human Rho kinase 2 activity | O75116 | purified ROCK2, Kinase-Glo ATP depletion luminescence | inhibition, % at 6 µM | actives 0.35% (n = 60,000);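 active means inhibition above the screen-wide mean inhibition plus 3 SD, cut at about 18% in these data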;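 further: plate controls were DMSO wells for no effect and Y-27632 control wells after no-enzyme background subtraction for full effect; many of its hits are not listed in these tables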
JNK3 blocker: inhibitors of human JNK3 kinase; P53779; purified JNK3 kinase activity, HTS; inhibition, % at 8 µM; actives 0.61% (n = 60,000); AID 746; in the data active means inhibition above about 17%;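 further: 0% = DMSO and 100% = reference inhibitor; many of its hits are not listed in these tables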
* marks the source's active call; other numbers are inactive results; nt = no result given.

SMILES	MMP-13 inhibitor	PKA kinase inh	HEK293 NFkB inh	TNAP act DEA	Cdc25B inh	MKP-1 inh	Jurkat tox 60K	ROCK2 blocker	JNK3 blocker
OC(c1cccc(OCc2ccccc2)c1)c1nnc(-c2ccccc2)o1 (configuration not stated)	-3	9	6	0.9	2	39	10	2	5
CC(=O)Nc1cccc(-c2nnc3n2CC(C)S3)c1 (configuration not stated)	4	10	8	1	-12	7	-5	5	2
COc1cc2c(=O)n(Cc3ccccc3)c(=O)n(CC(=O)NCc3ccco3)c2cc1OC	-16	5	16	0.9	-5	22	-3	4	-1
CCn1cc(C(=O)N2CCCC2)c(=O)c2cc(S(=O)(=O)N3CCOCC3)ccc21	1	12	8	0.9	-13	0	8	8	-1
CN1CCN(c2nc(-c3ccccc3)c3cc(Cl)ccc3n2)CC1	-6	4	-2	0.9	-1	18	-4	6	-5
O=C1CC(Nc2ccc(N3CCOCC3)cc2)C(=O)N1Cc1ccccc1 (configuration not stated)	0	1	2	nt	2	9	10	-4	-9
CC(C)c1cc(C(=O)Nc2sc3c(c2C#N)CCC3)no1	3	4	17	0.9	-4	-4	69*	2	-10
COc1ccc(OC)c(C(c2nnnn2Cc2ccccc2)N2CCC(C(N)=O)CC2)c1 (configuration not stated)	2	-3	26	0.8	-3	-17	-1	-1	-2
CCOC(=O)N1CCN(c2c(N3CCc4ccccc43)c(=O)c2=O)CC1	6	10	-6	1	-9	1	-1	0	1
CCCCC(=O)Nc1ccc(Br)cc1C(=O)O	4	2	14	0.9	0	1	0	4	2
CC1CCN(c2nc(-c3ccc(F)cc3)cc(C(F)(F)F)n2)CC1	0	1	1	0.9	-7	4	nt	nt	nt
CCN1C(=O)c2cccc3c(NS(=O)(=O)c4ccc(NC(C)=O)cc4)ccc1c23	5	-12	4	0.8	-1	-20	16	-9	-11
CCc1ccccc1N(C(=O)CCC(=O)Nc1cc(C)on1)C(C(=O)NC1CCCC1)c1ccco1 (configuration not stated)	1	-2	31	0.9	3	10	4	-1	-2
COc1cccc(NC(=O)c2ccc(CN3CCOCC3)cc2)c1	0	-8	-4	1	-15	14	11	-10	-5
CCOC(=O)COc1cccc2c(=O)n(CC(=O)N3CCc4ccccc43)ccc12	0	-8	10	0.9	-9	5	2	0	-4
COc1ccc(N(CC(=O)Nc2cc(Cl)ccc2OC)S(=O)(=O)c2c(C)noc2C)cc1	0	2	11	0.9	-4	1	88*	3	-1
CCOC(=O)Nc1ccc(S(=O)(=O)Nc2nccc(C)n2)cc1	0	13	19	1	-2	2	0	8	-4
CCOC(=O)C1=C(C)NC(=O)NC1c1cccc(O)c1 (configuration not stated)	4	7	20	1	0	5	1	-3	7
Cc1ccc(N(C(=O)c2cccs2)C2C=CS(=O)(=O)C2)cc1 (configuration not stated)	0	-5	-4	0.9	3	-4	-7	3	5
CC12CN3CCN(CC(C3)C1(O)CN1CCOCC1)C2 (configuration not stated)	2	6	-6	0.9	-1	2	-3	4	4
Cc1cccc(NC(=O)c2cc(NC(=O)c3ccco3)ccc2Cl)n1	6	6	16	0.9	-4	-4	6	1	8
Cc1nnc(NC(=O)CSc2nnc(Cc3ccccc3)n2-c2ccccc2)s1	2	8	2	0.9	1	6	-10	10	1
COCCn1c(SCC(=O)Nc2cc(Cl)ccc2OC)nc2c(c1=O)SC(C)C2 (configuration not stated)	-2	8	13	0.9	-5	10	7	9	5
CCN1CCN(S(=O)(=O)c2ccc(S(=O)(=O)N(CC)Cc3ccccc3)cc2)CC1	4	7	8	1	-13	0	5	1	3
CCn1ncc(Br)c1C(=O)Nc1ccc(Cl)cn1	-2	7	-1	0.9	-11	-10	-4	4	-1
CC(C)c1nnc(NC(=O)CCCC(=O)O)s1	0	-3	9	0.9	-2	25	7	-1	-5
Cc1nc(COC(=O)c2c(C)nn(-c3ccccc3)c2C)cs1	-10	8	-7	1	-3	-8	-1	8	4
Cc1ccc2oc(=O)c3cc(C(=O)NCCN4CCN(C)CC4)sc3c2c1	-14	-5	7	0.9	1	2	-6	-1	0
CCc1ccccc1NC(=O)N1C2CCCC1CC(NC(C)=O)C2 (configuration not stated)	-3	8	6	0.8	1	8	-5	3	3
COC(=O)CSc1ncnc2c1cnn2Cc1ccccc1	-6	6	-8	0.9	8	-3	4	8	6
CC(=O)c1cccc(N(CC(=O)N2CCCC2)S(C)(=O)=O)c1	0	5	-5	1	-7	0	-3	6	-3
CCS(=O)(=O)N1CCN(C(=O)c2cccc(OC)c2)CC1	0	7	14	1	0	5	nt	nt	nt
O=C(O)CN1CCN(Cc2ccccc2Cl)C1=O	-2	5	6	1	-11	10	-2	10	0
O=C(CN1C(=O)CSC1=O)Nc1ccc(C(=O)O)cc1	1	11	11	1	-15	9	-12	0	4
COc1cccc(C(=O)N(Cc2ccc(N(C)C)cc2)C2CCS(=O)(=O)C2)c1 (configuration not stated)	5	4	12	1	1	-4	7	5	-9
COCCn1c(=O)[nH]c2cc(C(=O)NCCN3CCN(c4ccccc4F)CC3)ccc2c1=O	-1	-2	1	1	-10	11	nt	nt	nt
COCCn1nnnc1CN(CCc1ccccc1)Cc1cc2ccc(C)cc2[nH]c1=O	-4	8	0	0.9	-10	20	-6	3	6
CCn1nnnc1-c1ccc(OC)c(S(=O)(=O)NCCc2ccccc2)c1	2	6	17	0.9	-2	8	-6	2	7
Cc1cc(C)nc(SCc2nnc(SCC(=O)Nc3nccs3)n2Cc2ccco2)n1	2	10	-7	1	-9	1	1	3	2
CN(C)c1cccc(NC(=O)CCc2ccccc2)c1	-1	-4	5	0.9	42	-5	3	1	-3
Cn1c(CNC(=O)c2ccco2)nnc1SCC(=O)N1c2ccccc2Sc2ccccc21	2	11	20	1	1	9	6	8	8
COc1ccc(S(=O)(=O)N(C)CC(=O)N2CCN(C)CC2)cc1C	0	5	7	1	-3	-20	-4	9	-2
CC(C)(C)P(=O)(CO)c1ccccc1 (configuration not stated)	1	4	8	1	-4	2	3	5	15
CC(=O)N1CCc2cc(S(=O)(=O)NCCN3CCC(C)CC3)ccc21	-3	2	21	0.8	-15	-6	nt	nt	nt
N#Cc1cc2c(nc1SCC(=O)Nc1sc3c(c1C#N)CCC3)CCCCC2	-1	2	-9	0.9	-5	18	0	-1	-1
CCOC(=O)CCSc1nnc(-c2cccnc2)n1-c1ccccc1OC	5	6	10	0.9	-2	-10	0	1	0
Cc1occc1C(=O)Nc1cc(=O)n(C)c(=O)n1C	4	6	0	0.9	-1	-15	1	0	9
COc1ccc(N(C)C(=O)CC2(CC(=O)O)CCCCC2)cc1	-1	4	18	0.9	-4	2	1	5	-3
CSCCC(NC(=O)C1CCC(C)CC1)C(=O)O (configuration not stated)	-3	0	23	0.9	15	25	5	-3	-1
CC(C)(C)N(C=C(Cl)Cl)C(=O)NC1CCCCC1	-4	1	9	1	-12	5	-11	5	-1
Cc1sc2c(c1C)C(=O)NC(c1cccc(O)c1)N2 (configuration not stated)	-3	6	21	1	-7	-8	-2	2	-4
Cn1cccc1-c1nc2ccc(NC(=O)c3ccccc3)cc2[nH]1	1	-1	2	0.9	-6	3	4	2	-6
Cc1ccc(Cl)cc1-n1c(=O)cc(N2CCN(C(=O)c3ccco3)CC2)[nH]c1=O	4	-4	16	nt	-12	4	nt	nt	nt
Cc1ccc(Cl)cc1NC(=O)Cn1cc2c(n1)CCCC2	4	4	5	0.9	-4	5	0	-3	0
Cc1ccc(N=Cc2c(O)n(C)c(=O)n(C)c2=O)nc1	-1	2	12	0.9	-10	0	nt	nt	nt
O=C(c1ccccc1-c1nc2ccccc2[nH]1)N1CCCCC1	-4	2	13	0.9	4	-34	-5	5	8
Cc1cccc(OCc2nc(C)cc(=O)[nH]2)c1	-2	7	nt	0.9	-30	-17	nt	3	1
Cn1c(=O)c2c(nc(N3CCCCCC3)n2CC(O)COc2ccccc2)n(C)c1=O (configuration not stated)	1	2	24	1	3	28	11	3	-2
O=C(COc1ccccc1)NCCc1cn2ccsc2n1	-2	8	3	1	-10	5	-1	2	4
CN1CCN(C(=O)c2ccc(C3SCC(=O)N3Cc3ccco3)cc2)CC1 (configuration not stated)	4	6	10	0.9	-1	15	0	3	5

6 compounds from above with just PKA kinase inh:
SMILES	PKA kinase inh
CSCCC(NC(=O)C1CCC(C)CC1)C(=O)O (configuration not stated)	0
CC(C)(C)N(C=C(Cl)Cl)C(=O)NC1CCCCC1	1
Cc1sc2c(c1C)C(=O)NC(c1cccc(O)c1)N2 (configuration not stated)	6
Cn1cccc1-c1nc2ccc(NC(=O)c3ccccc3)cc2[nH]1	-1
Cc1ccc(Cl)cc1-n1c(=O)cc(N2CCN(C(=O)c3ccco3)CC2)[nH]c1=O	-4
Cc1ccc(Cl)cc1NC(=O)Cn1cc2c(n1)CCCC2	4

Next section
SMILES	MMP-13 inhibitor	PKA kinase inh	HEK293 NFkB inh	TNAP act DEA	Cdc25B inh	MKP-1 inh	Jurkat tox 60K	ROCK2 blocker	JNK3 blocker
CCOC(=O)c1c(C)c(C(=O)NCCN2CCOCC2)c(C)n1CC	3	4	11	0.9	-7	11	0	0	-5
CCc1ccc(C2CC(c3ccc(C)cc3)Nc3nc(N)nn32)cc1 (configuration not stated)	-8	3	13	0.9	-2	-5	0	-2	-4
CCOC(=O)N1CCN(Cc2cc(=O)oc3cc4c(cc23)CCC4)CC1	-1	4	5	0.9	-11	25	5	5	7
COc1cc(C2c3c(oc4ccc(Cl)cc4c3=O)C(=O)N2Cc2ccco2)cc(OC)c1OC (configuration not stated)	4	7	15	1	2	29	-2	0	-5
COc1ccc(OC)c(-c2cc(C(=O)N3CCN(c4ncccn4)CC3)c3ccccc3n2)c1	3	10	16	0.9	-10	24	-2	5	6
COc1ccc(NC(=O)CN2CCN(S(=O)(=O)c3ccc(Cl)cc3)CC2)cc1	4	5	14	0.8	-16	-5	-5	6	-5
COc1ccccc1CNC(=O)CNCC1CCCO1 (configuration not stated)	3	-2	-6	0.9	-5	3	1	0	0
O=C(CSC1=NCCS1)Nc1ccc(S(=O)(=O)N2CCCCCC2)cc1	-1	8	7	0.9	-5	-18	-4	3	1
COc1ccc(NC(=O)c2cccc(NC(=O)c3ccco3)c2)c(OC)c1	7	9	6	0.9	-3	9	-4	6	0
C=CCc1c(C)nc(SCc2nc3ccccc3c(=O)[nH]2)[nH]c1=O	4	3	21	0.9	-8	5	-1	4	-4
O=C(C1CCN(S(=O)(=O)N2CCOCC2)CC1)N1CCN(Cc2ccccc2)CC1	1	8	-2	1	-10	35	-5	6	5
CCC(=O)Nc1ccccc1N1CCN(S(C)(=O)=O)CC1	5	1	11	1	3	6	-4	0	-7
COCCn1c(COC)nc2ccccc21	0	6	3	1	-7	-6	-1	4	0
COC(=O)c1ccc(NC(=O)CN2CCN(c3ccc(Cl)cc3)CC2)cc1	6	-5	0	0.9	-4	5	2	-2	-4
Cc1ccc(NS(=O)(=O)c2cccc(C(=O)Nc3cc(C)on3)c2)cc1	4	-2	14	0.9	1	26	nt	nt	nt
O=C(NCC1CCCO1)c1nn2c(c1Cl)NC(c1ccc(F)cc1)CC2C(F)(F)F (configuration not stated)	-1	6	9	0.9	-16	13	-5	2	6
CNC(=O)C1=NCCCc2cc(OC)c(OC)cc21	0	-1	23	0.9	3	6	5	1	5

Not a hit list; any-hit rate near 1.9%.
